USP28 block: inhibitors of human USP28 deubiquitinase | Ubiquitin carboxyl-terminal hydrolase 28 (Homo sapiens), Q96RU2 | purified USP28, Ub-rhodamine cleavage fluorescence, 30 min | inhibition, % at 25 µM | actives 3% (n = 47,000)
UCHL1 block: inhibitors of human UCHL1 deubiquitinase; purified UCHL1, Ub-rhodamine cleavage fluorescence; AID 1645859, 2021; inhibition, % at 20 µM; actives 0.2% (n = 47,000)
USP8 inh: inhibitors of human USP8 deubiquitinase; Ubiquitin carboxyl-terminal hydrolase 8 (Homo sapiens), P40818; inhibition, % at 20 µM; purified USP8, Ub-rhodamine cleavage fluorescence, 30 min; actives 4.2% (n = 47,000)
Target sequence (P40818 whole entry, looked up): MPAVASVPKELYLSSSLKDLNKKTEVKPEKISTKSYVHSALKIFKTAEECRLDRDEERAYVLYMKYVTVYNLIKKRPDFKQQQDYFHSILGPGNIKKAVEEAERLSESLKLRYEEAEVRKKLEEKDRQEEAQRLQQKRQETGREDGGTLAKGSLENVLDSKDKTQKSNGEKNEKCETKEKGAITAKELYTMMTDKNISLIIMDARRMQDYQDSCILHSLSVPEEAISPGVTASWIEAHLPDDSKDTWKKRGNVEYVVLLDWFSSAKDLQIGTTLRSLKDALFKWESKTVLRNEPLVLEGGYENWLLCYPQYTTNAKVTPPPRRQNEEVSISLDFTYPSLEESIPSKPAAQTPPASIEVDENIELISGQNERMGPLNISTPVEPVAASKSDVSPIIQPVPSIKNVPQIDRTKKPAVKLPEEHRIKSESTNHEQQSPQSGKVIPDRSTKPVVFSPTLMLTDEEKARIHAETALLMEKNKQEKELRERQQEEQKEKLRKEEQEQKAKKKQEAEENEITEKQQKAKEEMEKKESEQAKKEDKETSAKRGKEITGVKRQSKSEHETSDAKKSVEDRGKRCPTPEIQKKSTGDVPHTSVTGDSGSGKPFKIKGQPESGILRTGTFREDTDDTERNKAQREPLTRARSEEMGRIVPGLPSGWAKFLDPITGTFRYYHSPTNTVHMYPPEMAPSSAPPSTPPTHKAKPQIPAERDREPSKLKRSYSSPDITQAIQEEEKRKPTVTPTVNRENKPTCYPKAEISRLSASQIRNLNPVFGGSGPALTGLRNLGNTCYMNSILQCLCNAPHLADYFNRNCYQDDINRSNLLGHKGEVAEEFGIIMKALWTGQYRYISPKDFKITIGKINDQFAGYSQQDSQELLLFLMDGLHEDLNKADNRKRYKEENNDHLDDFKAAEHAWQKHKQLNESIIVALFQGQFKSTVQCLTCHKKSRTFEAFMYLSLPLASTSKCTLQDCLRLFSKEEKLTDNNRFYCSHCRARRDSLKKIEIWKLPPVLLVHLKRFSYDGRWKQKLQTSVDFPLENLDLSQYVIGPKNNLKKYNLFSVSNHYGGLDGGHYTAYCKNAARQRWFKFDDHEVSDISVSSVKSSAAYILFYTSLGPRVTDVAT
USP7 inh: inhibitors of human USP7 deubiquitinase | actives 0.3% (n = 47,000) | inhibition, % at 20 µM | AID 1645854, 2021 | purified USP7, Ub-rhodamine cleavage fluorescence | Ubiquitin carboxyl-terminal hydrolase 7 (Homo sapiens), Q93009
OTUD3 block: inhibitors of human OTUD3 deubiquitinase. purified OTUD3, Ub-rhodamine fluorescence, 2 h. actives 0.7% (n = 47,000). OTU domain-containing protein 3 (Homo sapiens), Q5T2D3. inhibition, % at 25 µM
USP30 block: inhibitors of human USP30 deubiquitinase. purified USP30, Ub-rhodamine cleavage fluorescence. actives 5.3% (n = 47,000). AID 1645860, 2021. inhibition, % at 25 µM
USP17 inh: inhibitors of human USP17 deubiquitinase; Ubiquitin carboxyl-terminal hydrolase 17-like protein 5 (Homo sapiens), A8MUK1; purified USP17, Ub-rhodamine cleavage fluorescence, 3 h; inhibition, % at 50 µM; actives 6.5% (n = 47,000); AID 1645855, 2021
USP10 inh: inhibitors of human USP10 deubiquitinase; Ubiquitin carboxyl-terminal hydrolase 10 (Homo sapiens), Q14694; purified USP10, Ub-rhodamine fluorescence, 60 min; inhibition, % at 20 µM; actives 1.1% (n = 47,000); AID 1645856, 2021
* hit, by the source's call; / = no result given. Rule as the data show it: active = inhibition above about 30%; inactive = the rest. An unsorted share of the library; any-hit rate near 13%.

SMILES	USP28 block	UCHL1 block	USP8 inh	USP7 inh	OTUD3 block	USP30 block	USP17 inh	USP10 inh
Cc1ccc(C(=O)Nc2ncn(CC(=O)Nc3ccccc3)n2)cc1	20.7	1.4	15.2	3.6	5.0	41.2*	24.6	0.0
Cc1ccc(-c2nc3nc(C)c(Cc4ccccc4)c(=O)n3[nH]2)cc1	4.8	1.4	2.0	/	9.9	14.8	28.4	5.2
N#Cc1ccc(-c2csc(N)n2)cc1	5.8	-3.2	1.3	0.1	1.5	0.4	-3.5	1.9
COc1ccc(N2CC(C(=O)OCC(=O)Nc3ccc(C)cc3)CC2=O)cc1 (stereo unspecified)	0.5	-1.7	-6.4	5.1	-4.6	4.6	-4.8	4.3
Cc1ccc(-n2ncc3c(N4CCC(C)CC4)ncnc32)cc1Cl	-8.6	-4.9	2.9	-3.6	0.5	2.7	19.4	3.5
O=C(c1ccoc1)N1CCC(N2CC(=O)N(c3ccc(F)cc3)C2)CC1	-1.9	-0.1	2.1	1.1	-6.5	-6.6	-27.6	0.2
Cc1ccc(-c2ncc(C(=O)NC(C)c3ccccn3)c(-c3ccncc3)n2)cc1 (stereo unspecified)	-36.9	-15.7	5.6	-12.8	-32.3	-141.2	-42.3	-3.4
COc1ccccc1CN1C[C@@H]2C[C@@H](O)CN2C[C@@H]1Cc1ccccc1	-24.2	-7.1	-13.2	-13.0	-12.4	-43.6	-22.4	-11.6
COC(=O)CN1CC2(CCN(Cc3ccccc3)CC2)COc2ccccc2S1(=O)=O	0.0	-1.5	-58.7	0.5	-1.6	-9.3	-16.8	-1.0
Cc1ccc(CNS(=O)(=O)c2c(C)[nH]c(C)c2C(=O)N2CCCCC2)cc1	-9.3	-5.3	-3.3	-5.3	-5.1	-7.3	-7.2	0.4
O=C1c2ccccc2C(Nc2ccc(F)cc2)N1c1cccnc1 (stereo unspecified)	11.6	5.0	-5.8	2.9	0.4	0.1	-14.6	-1.6
Cc1ccn(CCC(=O)N2Cc3ncc(C)n3CC2c2ccccc2)n1 (stereo unspecified)	2.6	0.2	3.5	-1.9	3.3	-2.7	-3.1	-2.1

An excerpt of these results, as comma-separated lines:
compound,USP28 block,UCHL1 block,USP8 inh,USP7 inh,OTUD3 block,USP30 block,USP17 inh,USP10 inh
Cc1ccc(-n2ncc3c(N4CCC(C)CC4)ncnc32)cc1Cl,-8.6,-4.9,2.9,-3.6,0.5,2.7,19.4,3.5
O=C(c1ccoc1)N1CCC(N2CC(=O)N(c3ccc(F)cc3)C2)CC1,-1.9,-0.1,2.1,1.1,-6.5,-6.6,-27.6,0.2
Cc1ccc(-c2ncc(C(=O)NC(C)c3ccccn3)c(-c3ccncc3)n2)cc1 (stereo unspecified),-36.9,-15.7,5.6,-12.8,-32.3,-141.2,-42.3,-3.4
COc1ccccc1CN1C[C@@H]2C[C@@H](O)CN2C[C@@H]1Cc1ccccc1,-24.2,-7.1,-13.2,-13.0,-12.4,-43.6,-22.4,-11.6

(continued)
SMILES	USP28 block	UCHL1 block	USP8 inh	USP7 inh	OTUD3 block	USP30 block	USP17 inh	USP10 inh
CCc1c(C(=O)N2CCN(c3ccccn3)CC2)[nH]c(C)c1C(C)=O	0.2	-1.2	-5.1	1.4	-1.9	0.8	5.3	0.0
COC(=O)c1c(C)[nH]c(C(=O)C(C)OC(=O)c2cc(=O)[nH]c3ccc(S(=O)(=O)Nc4cccc(C)c4)cc23)c1C (stereo unspecified)	0.0	-3.5	-18.2	-3.5	-15.0	-133.6	-15.4	-1.9
Cc1nc(Nc2cc(C)[nH]n2)cc(C2CCNCC2)n1	-3.2	1.3	-1.2	1.8	1.2	13.4	-0.7	2.4
Cc1cc2nc3[nH]c(=O)[nH]c(=O)c3nc2cc1C	-13.1	-150.3	-295.3	-148.4	-8.2	-46.6	-13.9	-3.6
Cn1c(=O)cc(OCC(=O)Nc2ccc(F)c(Cl)c2)c2ccccc21	-4.4	1.2	-63.8	0.8	-6.8	2.4	5.5	2.7
CC(C)(C)c1nn(-c2ccccc2)c2[nH]c(=O)c(CNCc3ccc4c(c3)OCO4)cc12	8.1	2.5	80.5*	7.8	1.9	-19.8	25.6	-0.9
CC12CCN(C(=O)CCc3ccccc3)CCN1C(=O)N(Cc1ccccn1)C2=O (stereo unspecified)	16.0	1.4	11.0	1.5	10.9	15.1	4.5	-3.3
O=C(CCc1ccc2[nH]ccc2c1)N1CCCCCC1	-0.8	-2.3	-1.1	-5.2	-10.5	-28.6	-0.9	-7.7
Cc1ccccc1N(CC(=O)N(C)Cc1ccccc1)c1nc2ccccc2s1	14.9	9.9	11.6	-2.8	13.5	29.0	1.9	11.6
O=C(O)C1CCCN(c2ncnc3sc4c(c23)CCCC4)C1 (stereo unspecified)	0.6	0.5	7.5	2.6	-3.5	-21.7	8.9	0.4
NC(=O)c1ccccc1NC(=O)C1CN(c2nc3c(F)cccc3s2)C1	19.4	2.4	-8.6	-0.7	10.5	-9.7	31.0*	-0.7
COc1cccc2c1C(=O)c1ccc3c(c1C2=O)C(=O)C[C@@H](C)[C@@H]3O	9.8	10.1	17.3	-3.5	8.0	-8.2	44.5*	-2.2
c1c2c(cc3sc(N4CCCCC4)nc13)OCO2	16.1	3.3	15.0	-43.7	0.0	-17.3	3.2	-3.8
O=C(NC[C@@H]1OC[C@H]2CN(Cc3ccccn3)CC[C@H]21)c1ccno1	-24.6	-6.3	-6.7	-5.6	-10.9	-84.7	-20.4	-5.5
COc1ccc(NC(=O)CC2C(=O)NCCN2C(=O)Nc2ccc(F)cc2)cc1 (stereo unspecified)	-16.9	0.2	-13.7	-52.3	-3.2	-10.7	-8.1	-0.9
COc1cccc(CNC(=O)CN2C(=O)COc3cc(S(=O)(=O)N4CCCC4)ccc32)c1	-6.4	-2.9	-7.7	-3.3	-3.4	-4.4	-8.5	-0.4
NC(=O)CC(=O)N1C[C@H](Oc2ccccn2)[C@H]2C[C@@H]1Cc1c2[nH]c2ccccc12	-129.2	-35.5	-119.9	-34.0	-98.6	-418.7	-113.7	-3.9
COc1cccc(NC(=O)CN2C(=O)c3cccnc3Sc3ccccc32)c1	-14.8	-3.6	-9.4	-1.4	-20.1	-39.4	-20.9	-4.2
Cc1ccc(S(=O)(=O)N[C@H](CC(C)C)C(=O)N2CCC(C(=O)N[C@@H](Cc3c[nH]c4ccccc34)C(=O)O)CC2)cc1	-2.5	-0.4	10.4	1.1	-2.9	-63.4	8.4	-4.7
COc1ccc(CNC(=O)C2(C)Cn3nc(C)cc3C(=O)N2c2ccc3c(c2)OCCO3)cc1 (stereo unspecified)	6.5	-1.4	-0.4	-0.6	3.0	11.2	-1.2	-2.0
COc1ccc(-c2nc3n(n2)C(CC(=O)Nc2cccc4ccccc24)C(=O)N3)cc1 (stereo unspecified)	26.9	1.3	51.4*	6.8	19.0	52.1*	25.1	40.5*
COc1ccc(-c2nc3ccccn3c2CN2CCN(c3ccccc3F)CC2)cc1	-26.8	5.7	-22.9	0.0	-22.6	-93.2	-46.5	6.8
O=C(N[C@@H]1CC[C@H]2Oc3ccccc3N[C@H]2[C@@H]1O)c1cncs1	7.9	3.8	-18.8	6.3	2.9	3.7	-6.3	1.0
Cc1c(Cl)cccc1NC(=O)CC(NCc1ccco1)C(=O)O (stereo unspecified)	-0.6	1.0	-8.7	0.2	-4.1	0.7	0.5	3.1
COc1ccc(NC(=O)CN2CCC3(CCC2=O)NC(=O)c2ccccc2N3)cc1 (stereo unspecified)	-2.6	-4.1	1.8	-1.0	-3.1	-5.5	-9.6	-4.0
Cc1cc(C)nc(N2CCC(N(Cc3ccco3)C(=O)c3ccc(S(C)(=O)=O)cc3)CC2)n1	-12.0	1.6	7.4	-5.4	-8.4	-50.2	-15.4	-9.5
Cc1ccc(C)c(Nc2nc(NCc3ccccc3)c3ccccc3n2)c1	61.0*	10.5	22.2	9.8	32.9*	82.0*	51.5*	15.3
COc1ccnc(N2CCC(C3CCCCCN3C(=O)C3CC3)CC2)n1 (stereo unspecified)	2.4	0.0	-21.9	0.0	7.8	5.2	-5.3	-3.0
Cc1ccc(NC(=O)CCc2nc(CSc3nnc(-c4ccccc4)o3)no2)cc1C	14.1	6.4	-63.3	-0.1	15.0	30.6*	8.1	5.4
CC(C)C(NC(=O)COc1ccccc1)C(=O)N1CCc2[nH]c3ccccc3c2C1 (stereo unspecified)	-16.0	-3.1	63.0*	-10.4	-25.1	-156.0	8.8	-3.8
Cc1nccn1CCCNC(=O)c1ccn(-c2ccccc2Cl)n1	/	1.2	-2.1	3.7	3.3	/	5.2	1.4
CCN1CCN(C(=O)CN2C(=O)C3CCCN3C(=O)c3cc(C)ccc32)CC1 (stereo unspecified)	-16.8	-4.5	1.3	1.2	-5.4	-20.1	-17.3	1.0
CCCn1cnc2cc(NCc3ccc(OC)c(OC)c3)ccc21	-14.3	-6.5	-32.3	-1.5	-9.2	-14.7	-14.9	-0.7
COc1cccc(C(=O)Nc2cc(-c3cccnc3)no2)c1	-1.8	1.2	-12.6	1.2	-5.1	2.9	/	-1.7
Cc1ccc(Cn2nc(C)cc2C(=O)Nc2cccc(C(F)(F)F)c2)cc1	10.7	10.8	20.7	-1.3	17.5	27.2	23.9	10.9
Cn1c(=O)n(Cc2ccc(F)cc2)c(=O)c2c1nc1n2CCCN1Cc1ccccc1	5.0	6.4	-25.7	-3.8	8.2	14.9	1.9	9.8

Limited to UCHL1 block and USP7 inh, for 4 of the compounds above:
Molecule	UCHL1 block	USP7 inh
Cc1cc(C)nc(N2CCC(N(Cc3ccco3)C(=O)c3ccc(S(C)(=O)=O)cc3)CC2)n1	1.6	-5.4
Cc1ccc(C)c(Nc2nc(NCc3ccccc3)c3ccccc3n2)c1	10.5	9.8
COc1ccnc(N2CCC(C3CCCCCN3C(=O)C3CC3)CC2)n1 (stereo unspecified)	0.0	0.0
Cc1ccc(NC(=O)CCc2nc(CSc3nnc(-c4ccccc4)o3)no2)cc1C	6.4	-0.1

The list goes on.
SMILES	USP28 block	UCHL1 block	USP8 inh	USP7 inh	OTUD3 block	USP30 block	USP17 inh	USP10 inh
Cc1ccc(NCc2cc3c(-c4ccc(F)cc4)nn(-c4ccccc4)c3[nH]c2=O)cc1C	-20.5	1.1	77.2*	17.1	-1.4	-100.4	6.5	6.1
Cc1cn[nH]c1C1CCCCN1C(=O)Cn1nnc2ccccc21 (stereo unspecified)	-0.8	-0.5	1.9	-1.8	-2.4	1.3	-2.0	0.1
O=c1[nH]c(N2CCCCC2)nc2c1CCN(Cc1cccn1-c1cccnc1)C2	-78.0	-9.5	-16.6	-4.6	-71.5	-352.9	-54.8	-12.7
CCCCC/C=C\C/C=C\CCCCCCCC(=O)OCC(O)CO (stereo unspecified)	5.8	6.3	13.6	12.7	14.0	26.8	11.7	12.6
O=c1[nH]c(=O)n(-c2ccc(F)cc2)c(O)c1C1NCCc2c1[nH]c1ccccc21 (stereo unspecified)	-17.0	-8.0	-51.4	-3.3	-28.3	-118.1	-42.8	-7.6
CCOC(=O)Cn1c(=O)c(-c2nc(C(C)(C)C)cs2)cn(C(C)C)c1=O	-7.6	1.0	-38.6	-1.8	0.0	-7.4	0.1	-1.2
CC1CCN(S(=O)(=O)N2CCCC(C(=O)NCCN3CCCC3)C2)CC1 (stereo unspecified)	-11.5	-2.4	0.0	-5.0	-6.9	-16.9	-6.9	-8.5
CC(C)(Oc1ccc(Cl)cc1)C(=O)Nc1nnc(-c2ccccc2)s1	12.5	5.7	18.5	0.0	10.0	16.4	1.0	14.0
CN1C(=O)OC[C@@H]2CCN(C(=O)c3ccc(C(=O)O)cc3)C[C@H]21	-5.8	-0.5	-4.4	4.3	-1.2	-0.5	-0.9	-0.5
O=C(Nc1ccc(F)cc1)Nc1cccnc1	1.4	1.2	0.8	7.5	2.7	-1.2	-0.1	-1.1
Cc1cccc(NC(=O)c2cn(CC(=O)NC3CCCC3)c3nc(C)ccc3c2=O)c1	-0.4	-5.4	19.3	0.7	-1.2	0.2	47.7*	-7.4
COc1ccc(OC)c(/C=C/C(=O)OCC(=O)N(c2ccccc2)C(C)C)c1	13.1	4.7	-70.4	6.5	13.2	18.5	-10.1	7.2
O=C(Nc1cccc(Cl)c1)c1nnc(C(=O)N2CCCC(C(=O)NC3CC3)C2)s1 (stereo unspecified)	5.1	-2.4	-47.9	-57.3	8.9	27.2	-12.3	0.0

Bioassay records deposited in PubChem by Dana-Farber Cancer Institute and Novartis Institutes for BioMedical Research (Cambridge, Mass).
